HEK293 NOD2/NF-kB = NOD2 signaling inhibitors, cell-based, luminescence, uHTS, HEK293 (AID 1566) | HEK293 NOD2/NF-kB luciferase reporter, luminescence; higher % means a stronger effect | inhibition, % at 4 µM, or EC50 in µM where a hit was titrated | 0.63% of 290,000 active; also: many of its hits are not listed in these tables
AID2073 = disruptors of CaV2.2 binding to Mint1 – biochemical, HTRF (AID 2073); HTRF protein-protein interaction, Mint1-CaV2.2; higher % means a stronger effect; one-dose inhibition, % at 20 µM; IC50 in µM for titrated hits; 0.19% of 290,000 active; in the data active = inhibition mostly above about 51%, no sharp cut-off; inconclusive = no clear call, values can overlap the other calls; inactive = mostly below about 53%; also: some results filed as inactive read as strong as hits
P. falciparum M1AAP = P. falciparum M1AAP inhibitors, biochemical, fluorogenic H-Leu-NHMec substrate, 1536-well (AID 1445) | recombinant M1AAP, H-Leu-NHMec fluorogenic kinetic assay; higher % means a stronger effect | one-dose inhibition, % at 30 µM; IC50 in µM for titrated hits | 0.42% of 220,000 active;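 active = primary inhibition above the hit cutoff, then over 50% inhibition at one or more dose response concentrations, cut at about 23% in these data, passing the limit was not always enough; inconclusive = conflicting primary data, or primary hits not chosen for dose response; inactive = low primary inhibition, or under 50% at every dose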;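 also: plate controls were DMSO full reaction for no effect and no enzyme background for full effect; strong numbers were not always called active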
P. falciparum M17LAP = P. falciparum M17LAP inhibitors, primary screen, biochemical, fluorogenic H-Leu-NHMec substrate, 1536-well (AID 1619) | recombinant M17LAP, H-Leu-NHMec fluorogenic kinetic assay; higher % means a stronger effect | inhibition, % at 30 µM; hits with a dose series show IC50 in µM | 0.38% of 220,000 active;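 active = compound inhibiting the enzyme by more than half at any dose during confirmatory dose-response retesting; inconclusive = strong single-dose inhibitors picked by rank but not retested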;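 also: plate controls were full reaction with DMSO carrier for no effect and no enzyme background for full effect; strong numbers were not always called active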
Siah-1 displacement = blockers of Siah-1 interaction with plectin peptide – biochemical, fluorescence polarization, rhodamine-plectin, uHTS, primary screen (AID 1817); Siah-1 / rhodamine-plectin peptide fluorescence polarization; higher % means a stronger effect; displacement, % at 20 µM; hits with a dose series show IC50 in µM; 0.02% of 290,000 active;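 active = displacement of at least 50% at 20 µM, with a fluorescence ratio check between 0.3 and a set limit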;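 also: plate controls were Siah plus tracer with DMSO for no effect and tracer alone without Siah for full effect; strong numbers were not always called active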
CSM14.1 death rescue = protection against thapsigargin-triggered cell killing – 384-well, CSM14.1, ATP luminescence, primary screen (AID 1222); CSM14.1 thapsigargin-induced death rescue, ATP luminescence; higher % means a stronger effect; cellular ATP content (survival), % at 20 µM; hits with a dose series show EC50 in µM; 190,000 tested, under 10 active;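 active = EC50 below 50 µM in the dose-response confirmation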;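 also: death triggered by thapsigargin at about 15 µM added after 2 h compound pretreatment; cell ATP read after overnight thapsigargin exposure of roughly 18 to 22 hours; normalized against plate controls of thapsigargin alone and 5% DMSO vehicle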
XIAP displacement = XIAP antagonists, biochemical, IAP family, fluorescence polarization (AID 1018). XIAP BIR domain, fluorescence polarization peptide displacement; higher % means a stronger effect. displacement, % at 20 µM, or IC50 in µM where a hit was titrated. 0.007% of 200,000 active; in the data active = displacement above about 50%; also: a part of the inactive calls stands beside numbers as strong as those of hits
LYP inhibition = PTPN22 lymphoid phosphatase activity blockers – biochemical, fluorescence intensity, uHTS (AID 1779). recombinant LYP phosphatase, fluorescence intensity; higher % means a stronger effect. one-dose inhibition, % at 11.5 µM; IC50 in µM for titrated hits. 0.054% of 290,000 active;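 also: plate controls were vehicle with enzyme for no effect and no enzyme for full effect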
Hep lipid drop = hepatic lipid droplet formation modulation; AML12 mouse hepatocytes, oleate lipid droplets, BODIPY imaging; inhibition, % at 6.5 µM; 0.4% of 240,000 active;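 active = lipid droplet intensity inhibited by at least 50%, with more than 500 cells counted; inconclusive = wells with under 300 cells, treated as cytotoxic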
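material = mouse AML12 hepatocyte cell line, fixed after treatment | also added = 100 µM oleic acid challenge | doses = compound at 6.5 µM only | schedule = overnight exposure | technique = Image-based BODIPY and DAPI two-channel analysis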
Hep lipid drop cells 6.5 µM = also measured in Hep lipid drop; calls as there; cell count; measured here: cell count, cytotoxicity flag;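 cells counted across two imaged fields per well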
Starred values were filed as active, the others as inactive; ? = inconclusive; . = no result given. Rule as the data show it, unless noted: active = inhibition above about 50%; inactive = the rest. A portion of the library, so the mix of outcomes need not match the whole.

1) O=C(c1ccc(Br)o1)N1CCN(c2ccccc2F)CC1
2) CC(c1ccco1)N(C(=O)c1cccc(Br)c1)c1ccccn1 (stereo not drawn)
3) COc1ccc(-c2csc(-c3ccc(C(=O)O)cc3)n2)cc1
4) COc1ccc(-c2n[nH]c(C)c2-c2cnn(-c3ccccc3)c2)c(O)c1C
5) CC(=O)Nc1ccc(C(=O)NCCc2ccccc2)cc1
6) O=C(O/N=C(\c1ccccc1)c1ccccn1)c1cccc2ccccc12
7) Cc1nn(Cc2ccc(F)cc2)c(C)c1NC(=O)c1cccnc1Cl
8) COc1ccc(C/C(N)=N/OC(=O)C(c2ccccc2)c2ccccc2)cc1OC
Compound	1	2	3	4	5	6	7	8
HEK293 NOD2/NF-kB	-10%	9%	-102%	-7%	-25%	7%	18%	-7%
AID2073	-4%	6%	?	13%	-1%	-6%	-1%	-5%
P. falciparum M1AAP	1%	.	2%	-4%	-5%	4%	4%	0%
P. falciparum M17LAP	1%	.	3%	-2%	-11%	7%	5%	1%
Siah-1 displacement	0%	-2%	-4%	-3%	-1%	1%	-2%	-3%
CSM14.1 death rescue	-1.6%	.	.	2.1%	0.6%	1.1%	2.1%	-1.4%
XIAP displacement	-2.8%	.	-3.1%	-0.6%	-6.0%	-9.4%	-3.7%	-8.5%
LYP inhibition	4%	-12%	-3%	-5%	-4%	1%	-1%	-6%
Hep lipid drop	-20	-36	-2	.	7	-2	-2	.
Hep lipid drop cells 6.5 µM	693	708	717	.	592	676	604	.

The list goes on, starting with the last 2 of the part before.
7) Cc1nn(Cc2ccc(F)cc2)c(C)c1NC(=O)c1cccnc1Cl
8) COc1ccc(C/C(N)=N/OC(=O)C(c2ccccc2)c2ccccc2)cc1OC
9) CCc1cc(=O)oc2c3c(cc(OCC(=O)NCc4ccccn4)c12)OC(C)(C)CC3
10) Cc1nc([N+](=O)[O-])cn1Cc1cccc([N+](=O)[O-])c1
11) CCCc1nnc2n1N=C(c1ccc(C)cc1)CS2
12) CCOc1ccccc1N(C(=O)c1ccco1)C(C(=O)NC1CCCC1)c1cccnc1 (stereo not drawn)
13) CCc1c(C)nc2[nH]nc(-c3ccccc3)n2c1=O
14) Cc1nn(-c2cc(N3CCCCC3)ccc2N)c(=O)c2ccccc12
15) COC(=O)c1c(C)noc1-c1snnc1C
16) CCC1Sc2ccc(S(=O)(=O)CCC(=O)N3CCc4ccccc43)cc2NC1=O (stereo not drawn)
Compound	7	8	9	10	11	12	13	14	15	16
HEK293 NOD2/NF-kB	18%	-7%	3%	4%	21%	11%	-16%	13%	7%	16%
AID2073	-1%	-5%	18%	-4%	-6%	12%	46%	-12%	2%	5%
P. falciparum M1AAP	4%	0%	.	4%	.	9%	7%	1%	9%	.
P. falciparum M17LAP	5%	1%	.	11%	.	-14%	29%	3%	7%	.
Siah-1 displacement	-2%	-3%	4%	-4%	-7%	2%	1%	0%	1%	3%
CSM14.1 death rescue	2.1%	-1.4%	.	-2.2%	.	.	0.7%	0.7%	.	.
XIAP displacement	-3.7%	-8.5%	.	-5.8%	.	-2.7%	-5.9%	-16%	.	.
LYP inhibition	-1%	-6%	-17%	-10%	-14%	-5%	-9%	1%	-1%	-7%
Hep lipid drop	-2	.	-5	7	16	-29	.	6	14	9
Hep lipid drop cells 6.5 µM	604	.	817	793	763	654	.	716	679	725

Values by screen from the list:
Hep lipid drop, nos. 9–16, in order: -5, 7, 16, -29, ., 6, 14, 9

Following part:
17) CCC(CC)NC(=O)COC(=O)c1ccc2c(c1)C(=O)N(Cc1ccco1)C2=O
18) COc1cc(NC(=O)CCCNC(=O)Cn2cnc3sc(C)c(C)c3c2=O)cc(OC)c1OC
19) O=C(Nc1ccc(Cl)cc1)C1CCN(C(=O)NC2CCCCC2)CC1
20) Cc1cc(C)n(S(=O)(=O)c2cc(Cl)ccc2Cl)n1
21) CC/C(=N/Nc1ccc(Cl)cc1)c1cnnc(SC)n1
22) CC(C)(C)SCCNC(=O)CN1C(=O)c2ccccc2S1(=O)=O
23) Cn1c2ccccc2n2c(=O)cc(-c3ccccc3)c(C#N)c12
24) CCC(C(=O)NCCN1CCOCC1)n1c2ccccc2c2nc(=O)cc(C)n21 (stereo not drawn)
Compound	17	18	19	20	21	22	23	24
HEK293 NOD2/NF-kB	-12%	1%	10%	5%	-5%	8%	-12%	15%
AID2073	7%	5%	16%	-6%	-10%	1%	24%	11%
P. falciparum M1AAP	.	.	6%	-4%	0%	-2%	-2%	.
P. falciparum M17LAP	.	.	4%	3%	2%	32%	-7%	.
Siah-1 displacement	4%	0%	2%	10%	1%	2%	11%	0%
CSM14.1 death rescue	.	.	-0.5%	-0.8%	1.2%	.	.	.
XIAP displacement	.	.	-3.4%	-24%	-3.4%	-1.8%	.	.
LYP inhibition	-7%	-2%	-11%	-5%	-7%	-7%	-7%	-8%
Hep lipid drop	15	-6	.	.	-4	5	14	-12
Hep lipid drop cells 6.5 µM	728	767	.	.	642	695	711	697

Sorted by the number under LYP inhibition (low to high): 3 from the list above.
#	Structure	HEK293 NOD2/NF-kB	AID2073	P. falciparum M1AAP	P. falciparum M17LAP	Siah-1 displacement	XIAP displacement	LYP inhibition
19	O=C(Nc1ccc(Cl)cc1)C1CCN(C(=O)NC2CCCCC2)CC1	10%	16%	6%	4%	2%	-3.4%	-11%
24	CCC(C(=O)NCCN1CCOCC1)n1c2ccccc2c2nc(=O)cc(C)n21 (stereo not drawn)	15%	11%	.	.	0%	.	-8%
17	CCC(CC)NC(=O)COC(=O)c1ccc2c(c1)C(=O)N(Cc1ccco1)C2=O	-12%	7%	.	.	4%	.	-7%

Continued.
25) COc1cccc(OC(=O)CSc2nnc(-c3ccccc3Br)o2)c1
26) COc1ccc(Cl)cc1NC(=O)CNc1ccccc1CN(C)C1CCCCC1
27) CCOC(=O)/C=C/C(=O)OCC(=O)Nc1cccc(Br)c1
28) COc1ccc(C(c2nnnn2CS(=O)(=O)c2ccc(C)cc2)N2CCN(c3ncccn3)CC2)cc1 (stereo not drawn)
29) COc1ccc(CCNC(=O)c2cc(C(=O)c3cc(C)ccc3O)cn(CCc3ccc(OC)cc3)c2=O)cc1
30) COc1ccccc1-n1cc(CN2CCN(C3CCCCC3)C(CCO)C2)cn1 (stereo not drawn)
31) c1ccc(CNn2nnnc2-c2ccccc2)cc1
32) COc1ccc(S(=O)(=O)N2CCc3ccccc3C2)cc1C(=O)O
Compound	25	26	27	28	29	30	31	32
HEK293 NOD2/NF-kB	3%	10%	-23%	7%	21%	-5%	5%	-17%
AID2073	5%	-11%	-9%	-4%	10%	7%	-9%	8%
P. falciparum M1AAP	9%	10%	4%	-1%	0%	1%	-1%	.
P. falciparum M17LAP	-4%	4%	5%	14%	7%	-3%	12%	.
Siah-1 displacement	1%	-5%	-8%	15%	1%	5%	-2%	-6%
CSM14.1 death rescue	4.8%	1.0%	0.0%	18%	-1.5%	0.8%	1.2%	.
XIAP displacement	-6.1%	-0.6%	-14%	-4.4%	-17%	-4.5%	2.9%	.
LYP inhibition	2%	-8%	-2%	0%	14%	-1%	1%	-3%
Hep lipid drop	6	-17	11	-3	2	44	4	3
Hep lipid drop cells 6.5 µM	812	664	687	710	651	687	774	847

33) Cc1cc2nc(/N=C(\N)NC(=O)N3c4ccccc4Sc4ccccc43)nc(C)c2cc1C
34) O=C(Cn1cc(Cl)c([N+](=O)[O-])n1)NCCC1=CCCCC1
35) COc1ccc(CNC(=O)CC2Sc3ccccc3NC2=O)cc1 (stereo not drawn)
36) COc1ccc(CN=C(Nc2ccccc2)SC2CC(=O)NC2=O)cc1 (stereo not drawn)
37) C/C(=N\NC(=O)C1CC1(C)c1ccccc1)c1ccco1 (stereo not drawn)
38) Cc1ccc(/C=N/NC(=O)CSc2nc3ccccc3c(=O)n2-c2ccccc2)s1
39) CN(C)CCn1c(C(=O)Nc2ccccc2)cc2ccccc21
40) N/C(Cc1ccc(Cl)cc1)=N\OC(=O)c1ccc2ccccc2c1
Compound	33	34	35	36	37	38	39	40
HEK293 NOD2/NF-kB	13%	7%	1%	6%	-9%	8%	17%	-6%
AID2073	-2%	7%	-14%	-1%	-1%	4%	-4%	4%
P. falciparum M1AAP	5%	.	0%	-7%	6%	11%	0%	4%
P. falciparum M17LAP	12%	.	12%	6%	5%	7%	1%	6%
Siah-1 displacement	2%	0%	-5%	2%	-5%	12%	1%	4%
CSM14.1 death rescue	-1.5%	.	0.1%	0.8%	-1.8%	-0.5%	-0.4%	-1.5%
XIAP displacement	-14%	.	-6.0%	-2.0%	0.7%	-3.2%	-4.3%	-4.9%
LYP inhibition	1%	-11%	-6%	-9%	2%	2%	-3%	4%
Hep lipid drop	21	-13	10	-13	3	-3	.	.
Hep lipid drop cells 6.5 µM	668	814	633	689	633	672	.	.

41) O=C1CN(C(=O)c2ccco2)C(c2ccccc2)c2cc(Cl)ccc2N1 (stereo not drawn)
42) CC(OC(=O)c1ccc(Cl)c(S(=O)(=O)Nc2ccc(F)cc2)c1)C(=O)NC(N)=O (stereo not drawn)
43) Cc1[nH]c2ccc(-c3n[nH]c(=S)n3Cc3ccccc3)cc2c1C
44) Cc1ccc(NC(=O)COC(=O)c2ccc3c(c2)C(=O)N(CCc2ccccc2)C3=O)c(C)c1
45) Cc1c(NC(=O)CN2c3cccc4cccc(c34)S2(=O)=O)c(=O)n(-c2ccccc2)n1C
46) C=CCNc1cc(C)oc(=O)c1C(=O)CC
47) CS(=O)(=O)NC1c2cccc3cccc(c23)C1N1CCOCC1 (stereo not drawn)
48) O=C1c2ccccc2-c2onc3ccc(N4CCCC4)c1c23
49) C=CCNC(=O)c1cccc(C(F)(F)F)c1
Compound	41	42	43	44	45	46	47	48	49
HEK293 NOD2/NF-kB	30%	23%	7%	13%	10%	8%	-2%	1%	2%
AID2073	-9%	28%	-1%	?	11%	-11%	-6%	40%	6%
P. falciparum M1AAP	5%	7%	4%	-5%	8%	1%	-4%	12%	-12%
P. falciparum M17LAP	1%	6%	9%	-10%	51%	-2%	1%	0%	8%
Siah-1 displacement	0%	0%	-4%	-2%	-6%	1%	-1%	112%	0%
CSM14.1 death rescue	-0.8%	.	-2.4%	-6.2%	0.3%	-15%	0.7%	.	-2.2%
XIAP displacement	-5.5%	.	-1.6%	-4.9%	-4.2%	-3.6%	-8.3%	-15%	-3.6%
LYP inhibition	-2%	-13%	-6%	-12%	-2%	-5%	0%	-3%	-6%
Hep lipid drop	.	-10	17	8	1	5	2	2	.
Hep lipid drop cells 6.5 µM	.	704	594	661	633	723	696	705	.
